Screening data: PubChem BioAssay, several laboratories
Arr AP2 block: inhibitors of beta-arrestin/AP2 binding, primary screen, biochemical, GPCR trafficking, flow cytometry; actives 0.31% (n = 340,000); AID 504490, 2011; FITC-arrestin peptide / GST-AP2 beads; AP2 beta2 appendage carries R879A mutation; inhibition, % at 10 µM;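 active means inhibition above a set limit, near 3 SD of compounds lacking own fluorescence, cut at about 54% in these data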;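 further: plate controls were DMSO wells for no effect and 5 µM unlabelled arrestin peptide for full effect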
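system = GST-tagged AP2 beta2-adaptin appendage (R879A) on 4 µm glutathione beads | reagent = FITC-labelled arrestin peptide probe, 50 nM final | schedule = compound with beads 12 min RT, then probe 1 h RT | signal = HyperCyt-sampled flow cytometry, FL1 channel, ex 488/em 535 nm | read-out = percent response from loss of bead-bound FITC fluorescence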
OPRM1-OPRD1 ag: agonists of OPRM1-OPRD1 heterodimerization, primary screen, cell-based, luminescence. activation, % at 9.3 µM. cells. actives 0.3% (n = 340,000); in the data active means activation above about 18%;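 further: 0% = vehicle-treated cells and 100% = reference agonist; values of inactives mirror those of a sister screen read the other way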
Target sequence (P35372 whole entry, looked up): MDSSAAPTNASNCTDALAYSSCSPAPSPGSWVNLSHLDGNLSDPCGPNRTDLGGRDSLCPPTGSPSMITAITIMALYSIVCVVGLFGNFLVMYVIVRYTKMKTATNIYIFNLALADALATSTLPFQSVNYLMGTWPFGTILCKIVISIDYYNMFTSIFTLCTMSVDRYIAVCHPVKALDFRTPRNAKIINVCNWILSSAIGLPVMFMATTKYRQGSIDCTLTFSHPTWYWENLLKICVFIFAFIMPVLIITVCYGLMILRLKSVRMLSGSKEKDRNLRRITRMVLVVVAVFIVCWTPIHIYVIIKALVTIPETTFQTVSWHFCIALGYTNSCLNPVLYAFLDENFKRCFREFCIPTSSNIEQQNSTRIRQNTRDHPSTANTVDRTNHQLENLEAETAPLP
Target sequence (P41143 whole entry, looked up): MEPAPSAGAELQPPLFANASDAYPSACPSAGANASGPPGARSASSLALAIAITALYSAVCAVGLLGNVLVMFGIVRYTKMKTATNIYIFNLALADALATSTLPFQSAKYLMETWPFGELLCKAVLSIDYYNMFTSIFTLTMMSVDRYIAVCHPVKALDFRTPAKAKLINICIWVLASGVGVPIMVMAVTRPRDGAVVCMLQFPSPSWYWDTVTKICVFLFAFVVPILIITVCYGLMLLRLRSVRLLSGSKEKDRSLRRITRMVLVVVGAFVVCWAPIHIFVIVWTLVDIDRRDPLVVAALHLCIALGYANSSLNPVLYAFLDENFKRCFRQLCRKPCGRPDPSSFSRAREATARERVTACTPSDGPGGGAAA
HTR5A inv ag: HTR5A inverse agonists in luminescence cell assay, primary screen, counter-screen for OPRM1-OPRD1 heterodimer inverse agonist project, full-deck HTS | 5-hydroxytryptamine receptor 5A (Homo sapiens), P47898 | HTR5A cell line, inverse agonism | inhibition, % at 9.3 µM | actives 0.083% (n = 340,000); in the data active means inhibition mostly above about 23%, no sharp cut-off; inactive means mostly below about 18%;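 further: 0% = cells with DMSO and 100% = no-cell wells with DMSO; some compounds called inactive have numbers as strong as hits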
HTR5A ag ctr: HTR5A agonists in luminescence cell assay, primary screen, counter-screen for OPRM1-OPRD1 heterodimer agonist project, full-deck HTS; actives 0.61% (n = 340,000); AID 504692, 2011; 5-hydroxytryptamine receptor 5A (Homo sapiens), P47898; activation, % at 9.3 µM; cell-based; in the data active means activation mostly above about 9.5%, no sharp cut-off; inactive means mostly below about 7.6%;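 further: 0% = cells with vehicle only and 100% = reference agonist; strong numbers were not always called active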
PKA-R1A act: activators of PKA-R1A holoenzyme, primary screen, biochemical, fluorescence polarization, Cy5-IP20, bovine R1A, mouse PKAc. cAMP-dependent protein kinase type I-alpha regulatory subunit (Bos taurus) + …. PKA-R1A dissociation; scaled: DMSO 0%, 113 µM cGMP 100%. actives 0.083% (n = 340,000). activation, % at 11.4 µM;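 active means percent activation above the mean of all tested compounds plus 3 SD, cut at about 19% in these data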;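 further: higher means more PKAc released from R1A so a rise in polarization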
V-ATPase pH: regulators of yeast V-ATPase proton pumping, primary screen, pHLuorin cytosolic pH fluorescence. response, % at 10 µM. actives 0.37% (n = 350,000). AID 504577, 2011. S. cerevisiae; in the data active means response mostly above about 7.3%, no sharp cut-off; inactive means mostly below about 5.4%; further: actives read high; inactives centre near 0; some compounds called inactive have numbers as strong as hits; reference of the scale not given here
PKA-R2B act: activators of PKA-R2B holoenzyme, primary screen, biochemical, fluorescence polarization, Cy5-IP20, human. AID 504700, 2011. actives 0.079% (n = 340,000). activation, % at 11.4 µM. PKA-R2B holoenzyme dissociation; R2B truncated from residue 108, S112A mutant; 0% DMSO only, 100% 113 µM cGMP. cAMP-dependent protein kinase catalytic subunit beta (Homo sapiens) + cAMP-dependent …;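 active means activation above a cutoff set at the mean over all compounds plus 3 SD, cut at about 18% in these data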;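 further: higher means more holoenzyme dissociation and a rise in polarization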
DAGLB inh: DAGLB lipase inhibitors, primary screen, biochemical, fluorescence, HTS; Diacylglycerol lipase-beta (Homo sapiens), Q8NCG7; HEK293T DAGLB membrane lysate, EnzChek fluorogenic substrate; AID 504411, 2011; actives 0.059% (n = 340,000); inhibition, % at 5.17 µM; in the data active means inhibition above about 34%;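 further: 0% = enzyme with vehicle and 100% = wells lacking enzyme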
Pemphigus Ab inh: inhibitors of pemphigus antibody binding to DSG3, primary screen, biochemical, bead-based, flow cytometry, scFv-GFP | binding (percent of control), % at 10 µM | Desmoglein-3 (Homo sapiens), P32926 | AID 588358, 2011 | DSG3-coupled beads, scFv-anti-DSG3-GFP binding; hits give low values | actives 0.48% (n = 310,000);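 active means binding more than 3 SD below its plate's average and above zero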;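 further: hits lower antibody fragment binding to DSG3; some compounds called inactive have numbers as strong as hits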
MOR-DOR inv ag: inverse agonists of MOR-DOR heterodimerization, primary screen, cell-based, luminescence; inhibition, % at 9.3 µM; Mu-type opioid receptor (Homo sapiens) + Delta-type opioid receptor (Homo sapiens), …; cell-based MOR-DOR heterodimer luminescence, inverse agonism; actives 0.21% (n = 340,000); AID 504357, 2011; in the data active means inhibition above about 22%, passing the limit was not always enough;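 further: 0% = cells with DMSO and 100% = wells without cells with DMSO; values of inactives mirror those of a sister screen read the other way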
The depositor's hits bear a star; · = not tested or not shown.

No.	Compound	Arr AP2 block	OPRM1-OPRD1 ag	HTR5A inv ag	HTR5A ag ctr	PKA-R1A act	V-ATPase pH	PKA-R2B act	DAGLB inh	Pemphigus Ab inh	MOR-DOR inv ag
1	O=C1CCN(C(=O)c2ccccc2)C2CCCCC12 (configuration not stated)	3	-0.5	4	4	-9	·	4	2	105	2
2	COc1ccc(C(=O)C2CCCN(Cc3c(F)ccc(F)c3F)C2)c(OC)c1 (configuration not stated)	40	1.8	11	-2	5	0	1	-8	96	-9
3	Cc1ccc2cc(C(=O)O)c(C)nc2c1	-5	-3.0	10	-4	-20	0	-1	-1	97	15
4	CC(OC(=O)c1cc(S(=O)(=O)N2CCOCC2)ccc1F)C(=O)NC1CCCCC1C (configuration not stated)	-1	-0.6	11	-2	3	4	2	-1	102	4
5	CCOC(=O)CC(=O)Nc1nnc(CC(C)C)s1	17	-1.9	3	-1	-1	-4	-8	0	97	11
6	Cc1cccc(NS(=O)(=O)c2cc3c4c(c2)CC(=O)N4CCC3)c1C	7	-1.2	5	-1	5	-4	0	1	·	6
7	Nc1nc(SCC(=O)Nc2ccc(Cl)c([N+](=O)[O-])c2)n[nH]1	-3	-4.1	1	0	-1	2	1	3	103	16
8	Cc1nc(C)c(-c2ccnc(/N=C/NO)n2)s1	20	-2.4	5	0	-5	2	6	-4	109	13
9	N#C/C(=C\c1ccc(C(=O)O)cc1)S(=O)(=O)c1cc(Br)ccc1Br	10	-0.1	-31	-3	0	-3	2	19	115	1
10	c1ccc(-c2ccc(CNC3CC3)cc2)cc1	5	-1.5	9	-2	2	0	1	-1	97	7
11	N#C/C(=C/c1ccc(N2CCOCC2)o1)c1nc2ccccc2[nH]1	4	2.9	9	-3	6	2	7	-34	564	-15
12	Cc1cc(N/N=C/c2ccc(Cl)cc2Cl)nc(NCc2ccccc2)n1	3	4.2	14	8	3	-1	-6	-4	88	-22
13	CC(=NCc1ccco1)c1c(C(F)(F)F)[nH]n(-c2nc3ccccc3s2)c1=O	11	-2.5	-21	8	-10	1	-16	5	104	11
14	Cc1nnc(SCC(=O)Nc2ccccc2C(=O)NC2CC2)s1	1	-0.4	16	-1	3	0	10	1	97	3
15	CCOC(=O)C1CCN(C(=O)CN(c2ccc(OC)cc2)S(=O)(=O)c2c(C)nn(C)c2C)CC1	3	0.6	-6	4	0	1	-1	-3	100	-3
16	CCCC(C)C(=O)NCc1ccc2c(c1)OCO2 (configuration not stated)	0	-2.9	13	-2	-11	0	-3	1	109	12
17	CCC(Sc1nc2ccncc2[nH]1)C(=O)Nc1ccc(C)c(Cl)c1 (configuration not stated)	2	0.8	8	-3	2	2	-3	0	102	-4
18	COc1ccc(NC(=O)c2cccnc2NCCc2ccccc2)cc1	33	1.9	-31	9	4	0	-11	-2	100	-11
19	COC(=O)c1ccc(CNC(=O)CNC(=O)c2sc3ccccc3c2Cl)cc1	6	3.0	6	-2	-7	-4	-16	-3	100	-16
20	O=C(COC(=O)c1ccc(Cl)c(S(=O)(=O)N2CCCCC2)c1)NCC1CCCO1 (configuration not stated)	-4	0.1	-10	0	-2	3	-8	-1	107	-1

(continued)
No.	Compound	Arr AP2 block	OPRM1-OPRD1 ag	HTR5A inv ag	HTR5A ag ctr	PKA-R1A act	V-ATPase pH	PKA-R2B act	DAGLB inh	Pemphigus Ab inh	MOR-DOR inv ag
21	CC[N+](C)(CC)CC(=O)OCC1C(C)C=C(C)CC1C (configuration not stated)	1	-3.5	11	-2	-7	-1	-7	0	104	18
22	Cc1nc2ccc(Br)cc2c(=O)n1Cc1cccs1	39	-1.8	-5	1	-2	6	6	-4	128	10
23	COc1ccc(OC)c(NC(=O)CCNS(=O)(=O)c2cccc3nonc23)c1	2	-0.6	0	4	2	-2	-3	-2	·	4
24	O=[N+]([O-])c1cccc(/C([O-])=C(/C(=S)Nc2ccccc2)[n+]2ccccc2)c1	-18	1.7	5	-2	-15	-1	-6	-1	95	-10
25	Cc1ccc(SCCC(=O)NCCSCc2ccco2)cc1	2	1.6	8	1	-3	1	-4	-2	105	-8
26	Cc1c(C)n2c(SCC(=O)N3CCN(c4ccccc4)CC3)nnc2[nH]c1=O	2	-2.7	-32	2	-1	9	-6	1	101	13
27	Cc1ccc(C(=O)Nc2nnc(-c3ccncc3)o2)cc1	-1	-1.4	-15	5	-13	-3	-8	0	105	7
28	CCc1ccc(CNC(=O)C2CCN(c3nnc(C)c4c(C)n(-c5ccc(C)cc5)nc34)CC2)cc1	-10	5.6	-45	12*	8	0	9	3	175	-28
29	CC(C)CN(C(=O)c1cccs1)C1CCS(=O)(=O)C1 (configuration not stated)	-1	-3.3	4	2	1	2	-5	1	98	16
30	O=C(NCc1ccco1)c1ccccc1Nc1ccc(F)cc1	-5	4.3	10	-3	5	-5	-8	0	·	-22
31	Cc1c(O)c(CN2CCCC2)cc2c3c(c(=O)oc12)CCC3	6	-1.4	7	-3	-9	-1	-4	2	103	8
32	CCn1nc(C)c(NS(=O)(=O)c2ccccc2)c1C	17	1.1	-15	6	5	4	-5	-1	108	-6
33	CNC(=S)N(CCc1ccc(OC)c(OC)c1)Cc1cc2c(C)cc(C)cc2[nH]c1=O	·	-2.1	-21	6	-4	3	0	1	108	11
34	COc1cccc(S(=O)(=O)N(C)C[C@@H]2OCc3cnnn3CCCC(=O)N([C@H](C)CO)C[C@@H]2C)c1	·	·	·	·	1	7.5*	10	-4	·	·
35	Cc1cc(NC(=O)c2ccco2)c(=O)n(Cc2cccc(C(F)(F)F)c2)c1	27	-0.8	-14	5	0	-1	-2	-6	100	5
36	CCCCCn1c(C(Cc2ccccc2)NC(C)=O)nc2ccccc21 (configuration not stated)	13	-1.1	-16	5	-11	-1	-6	-2	95	6
37	CCC1C(=O)NCCN1Cc1nc(-c2ccc(C)s2)oc1C (configuration not stated)	6	-1.2	1	10	6	-2	-5	-2	103	6
38	O=C(CCC1CCCCC1)N1CCN(Cc2ccc3c(c2)OCO3)CC1	-6	7.5	-30	-1	-2	2	-1	-5	·	-42
39	Cc1ccc(C(=O)CSC2=NC(N)=C(C#N)C3(CCCCC3)C2C(N)=O)cc1 (configuration not stated)	3	-3.3	2	-1	-10	1	-6	2	96	14
40	NC(=O)c1c(NC(=O)CSc2nnc(-c3ccco3)n2N)sc2c1CCCC2	6	-0.1	2	-1	-3	0	9	5	·	1

Reprinted from the part before: two compounds, followed by the next part.
No.	Compound	Arr AP2 block	OPRM1-OPRD1 ag	HTR5A inv ag	HTR5A ag ctr	PKA-R1A act	V-ATPase pH	PKA-R2B act	DAGLB inh	Pemphigus Ab inh	MOR-DOR inv ag
39	Cc1ccc(C(=O)CSC2=NC(N)=C(C#N)C3(CCCCC3)C2C(N)=O)cc1 (configuration not stated)	3	-3.3	2	-1	-10	1	-6	2	96	14
40	NC(=O)c1c(NC(=O)CSc2nnc(-c3ccco3)n2N)sc2c1CCCC2	6	-0.1	2	-1	-3	0	9	5	·	1
41	COc1ccc(-c2nn(-c3ccccc3)cc2/C=C/C(=O)OCC(=O)Nc2cccc(C#N)c2)cc1	1	0.1	-13	3	2	4	2	-2	123	-1
42	C=COCCn1c(=N)n(CCC)c2ccccc21	-4	-1.6	-5	-2	-1	-2	-7	-2	101	7
43	Cc1cc(NC(=O)c2cc(C(C)C)on2)nn1Cc1ccc(Cl)cc1	2	3.6	11	-4	-21	2	-10	-6	97	-19
44	NC(=O)CSc1nnc(NC(=O)c2ccc(S(=O)(=O)N3CCCCC3)cc2)s1	0	-1.9	4	1	-4	2	-3	-1	98	12
45	CCOC(=O)c1oc2ccc(S(=O)(=O)N3CCC(C)CC3)cc2c1C	-1	3.3	-6	4	3	1	1	-10	98	-18
46	CC(C(=O)N1CCCC1)N(c1ccc(Cl)cc1)S(C)(=O)=O (configuration not stated)	·	·	·	·	-1	-3	-2	-1	99	·
47	O=C(CCC(=O)N1CCN(S(=O)(=O)c2ccc(Cl)cc2)CC1)NCc1cccc(C(F)(F)F)c1	-6	-0.2	-6	5	-7	-5	7	-1	102	1
48	Cc1ncc2c(c1OC(=O)c1ccccc1)COC(C)(C)OC2	-3	-0.7	-1	0	2	-4	-6	0	101	3
49	O=S(=O)(Nc1ccccc1F)c1ccc2nsnc2c1	-8	1.2	17	-2	-7	-3	-1	0	102	-7
50	O=C(Nc1ccc2oc(-c3ccncc3)nc2c1)c1ccco1	6	0.0	8	-3	1	-1	10	0	97	0
51	CCNc1nc(NCC)n2c(SCC(=O)Nc3ccc(NC(C)=O)cc3)nnc2n1	20	-0.7	20	-8	-4	2	0	1	19	4
52	Cn1cc(Br)c(C(=O)Nc2sc3c(c2C(N)=O)CCC3)n1	7	0.3	-1	0	3	2	-5	2	83	-1
53	COc1ccc(-c2nc(CN3CCN(c4ncccn4)CC3)c(C)o2)cc1C	-12	-0.6	-18	7	-6	-1	-3	1	101	3
54	CCOC(=O)C1=C(C)N(C[C@@H]2CC[C@@H](Cc3ccc(-c4ccccc4)cc3)O2)C(=O)NC1c1ccc(-c2ccccc2)cc1 (some centres not stated)	-7	-3.2	7	-2	-14	1	-8	-9	98	16
